# Screens: PubChem, several laboratories
# M. tuberculosis GlmU = inhibition of mycobacterial GlmU enzyme – biochemical, glucosamine-1-phosphate acetyltransferase (AID 1376); one-dose inhibition, %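 (tested at 30 µM in the primary screen)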; IC50 in µM for titrated hits; M. tuberculosis GlmU acetyltransferase enzyme assay; higher % means a stronger effect; 220,000 tested, 0.25% active; in the data active = inhibition above about 13%; inconclusive = no clear call, values can overlap the other calls;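 note: 0% = complete reaction with vehicle and 100% = reaction without substrate; strong numbers were not always called active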
# RmlCD inh 1536 = inhibitors of Mycobacterium tuberculosis RmlC and RmlD coupled enzymes; 160,000 tested, 0.03% active; AID 1533; RmlC+RmlD coupled enzyme assay, percent inhibition; primary screen in compound mixtures; inhibition, % at 3.6 µM; P9WH09+P9WH11; in the data active = inhibition mostly above about 34%, no sharp cut-off; inconclusive = no clear call, values can overlap the other calls; inactive = mostly below about 22%; note: some results filed as inactive read as strong as hits
# Target sequence (P9WH09 whole entry, looked up): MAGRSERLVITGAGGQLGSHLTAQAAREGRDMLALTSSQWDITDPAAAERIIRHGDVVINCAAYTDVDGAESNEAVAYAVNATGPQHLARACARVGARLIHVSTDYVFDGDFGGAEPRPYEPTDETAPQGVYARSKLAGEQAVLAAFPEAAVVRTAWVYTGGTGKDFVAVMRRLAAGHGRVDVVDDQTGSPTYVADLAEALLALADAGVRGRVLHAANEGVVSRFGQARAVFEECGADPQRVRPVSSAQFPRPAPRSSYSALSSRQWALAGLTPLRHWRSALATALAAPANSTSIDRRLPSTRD
# Target sequence (P9WH11 whole entry, looked up): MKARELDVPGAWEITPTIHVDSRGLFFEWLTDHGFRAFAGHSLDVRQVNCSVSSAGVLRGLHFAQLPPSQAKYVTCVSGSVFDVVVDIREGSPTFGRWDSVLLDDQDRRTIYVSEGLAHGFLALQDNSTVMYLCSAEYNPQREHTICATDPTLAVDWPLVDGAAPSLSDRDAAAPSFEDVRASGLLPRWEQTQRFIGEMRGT
# The depositor's hits bear a star; ? = inconclusive; · = not tested or not shown.
SMILES,M. tuberculosis GlmU,RmlCD inh 1536
O=C(COC(=O)C1CC(=O)N(C2CCCCC2)C1)c1ccc(F)cc1 (stereo not given),-2.6%,·
Cc1ccc2nc(SC(C)C(=O)N3CCOCC3)[nH]c2c1 (stereo not given),-0.3%,·
O=S(=O)(Nc1cccc(Cl)c1)c1ccc2oc(=S)[nH]c2c1,5.4%,6.4
C[C@@H](C(=O)NCc1ccc(S(C)(=O)=O)cc1)[C@H]1C[C@]1(C)[C@H](NC(=O)OCc1ccccc1)c1ccccc1,1.7%,·
O=c1c(/C=N/O)c(Nc2ccccc2)nc2ccccn12,-1.4%,·
CNC(=O)c1cc2cc(Cl)cc(OC)c2oc1=O,-1.7%,·
CCOC(=O)Cc1csc(NC(=O)c2ccc(OC)c(OC)c2)n1,-1.9%,24.7
CCc1nnc(NC(=O)C(C)N2C(=O)C3C4C=CC(C4)C3C2=O)s1 (stereo not given),-5.1%,4.2
COc1ccc(CC(=O)n2[nH]c(=O)cc(C)c2=O)cc1OC,-3.2%,-8.7
CC(=O)Nc1ccc(-c2csc(N/N=C(/C)c3ccccc3)n2)cc1,4.6%,4.3
CN(C)CCCNc1ccc(-c2cc(Nc3cccc(Cl)c3)ncn2)cn1,-11.4%,·
CN(C)CCCN(C(=O)COc1ccc(Cl)cc1)c1nc2ccc(F)cc2s1,-7.4%,-4.4
Cc1onc(-c2ccccc2)c1C(=O)Nc1sc2c(c1C(N)=O)CCC2,-3.4%,-4.1
O=C(CSc1nc2ccccc2c(=O)n1Cc1ccc(C(=O)NC2CC2)cc1)NCc1ccco1,2.7%,-6.1
CCOC(=O)CSc1n[nH]c(NC(=O)CC)n1,-0.7%,-13.3
CCn1c(-c2nn(-c3ccccc3)ccc2=O)n[nH]c1=S,0.5%,-14.8
CC(=O)NCC(=O)N(C)C(C(=O)Nc1ccc(C(C)C)cc1)c1ccccc1 (stereo not given),6.7%,9.1
COc1ccc(CNC(=O)c2cc3c(s2)CN(Cc2ccccc2)C3)cc1,-6.3%,6.0
COc1cccc(N2[C@@H](CC(C)=O)c3ccccc3S2(=O)=O)c1,5.2%,·
CCOc1cc(S(=O)(=O)NCCN2CCOCC2)c(C)cc1C,-2.0%,·
CC(NCc1ccc(S(N)(=O)=O)cc1)C(=O)Nc1cccc(Cl)c1 (stereo not given),1.0%,2.4
C/C(=N\NC(=O)Cc1cccn1C)c1ccc([N+](=O)[O-])cc1,2.7%,-3.7
CCOC(=O)c1cc(C(=O)OCC)c(=O)[nH]c1C,4.1%,·
N#Cc1ccc(Cn2ccnc2C(=O)Nc2ccccc2)cc1,-7.5%,-9.3
CC(C)OC(=O)c1cc(C(=O)c2cc(Cl)ccc2O)coc1=N,2.8%,2.6
COc1ccc(NC(=O)c2ccc3ccccc3c2)cc1NS(=O)(=O)c1ccc(F)cc1,-1.5%,-9.6
COc1ccccc1NC(=S)N1CCC(NC(=O)C23CC4CC(CC(C4)C2)C3)CC1,0.4%,-4.4
O=C(/C=C/c1ccccc1)N/C(=C/c1ccccc1)C(=O)Nc1ccccc1O,-2.8%,-5.6
O=C(NCC1CCCN(C(=O)CN2CCCCC2)C1)c1ccccc1Cl (stereo not given),-4.3%,6.7
COC(=O)Cc1c[nH]c2ccc(OCC(O)CNC(C)C)cc12 (stereo not given),-1.5%,14.8
Cc1ccccc1-c1nnc(SCc2ccccc2)o1,1.5%,·
COc1cccc(/C=C(/CC(=O)Nc2ccc(N3CCOCC3)cc2)c2nc3ccccc3s2)c1,-0.4%,1.5
CCOc1ccc(N2CSC(=S)N(c3ccc(OCC)cc3)C2)cc1,4.0%,4.8
O=C1CCCN1CCCNC(=S)Nc1ccc(Br)cc1Cl,-3.8%,-6.2
Cc1ccc(C)c(S(=O)(=O)N2CCN(CC(=O)N3CCc4ccccc4C3)CC2)c1,1.3%,·
CC(C)CCn1c(=O)c2ccccc2c2ccccc2c1=O,-2.6%,13.0
O=C(Cn1c(C2CC2)nc2ccccc2c1=O)Nc1ccc(Br)cc1,3.0%,-0.4
CC1CC1C(=O)OCc1cc(=O)n2cc(Br)ccc2n1 (stereo not given),2.6%,-1.1
CCOc1ccc(NC(=O)N(CCC(C)C)C2CCN(C(C)=O)CC2)cc1,-4.4%,7.8
C(=C\c1ccco1)/C=N/n1cnnc1,-0.9%,-6.4
Cc1ccc(-c2nn(-c3ccccc3)cc2NC(=O)c2ccccc2)cc1,-5.3%,-10.8
COc1ccc(OC(=O)c2cccc(S(=O)(=O)N3CCCC3)c2)cc1,0.3%,1.1
Fc1ccc(-c2cc(C(F)(F)F)nc(-n3cccn3)n2)cc1,2.5%,5.6
COc1ccc(C(=O)CSc2nc(SC)ns2)cc1OC,0.3%,7.1
COC(=O)c1ccc(C(=O)OC)c(NC(=O)CCC(=O)O)c1,3.5%,-3.5
O=C(c1cccc(C(F)(F)F)c1)C1CCCN(C(=O)CN2CCCC2=O)C1 (stereo not given),2.4%,12.0
O=S(=O)(NCc1csc(-c2cccs2)n1)c1cccc(C(F)(F)F)c1,-1.1%,·
CCOc1ccc(NC(=O)C2=C(C)C(=O)OC23CCC(C)CC3)cc1 (stereo not given),3.8%,7.5
c1ccc2c(c1)ncn2Cc1nnc2sc(-c3ccc4c(c3)OCO4)nn12,0.6%,13.2
COc1cccc(CN(Cc2cccnc2)S(=O)(=O)c2ccc(-n3cnnn3)c(C)c2)c1,-1.4%,7.2
CCCc1cc(Nc2cccc(OCC)c2)n2ncnc2n1,4.0%,1.2
Cc1ccc(S(=O)(=O)N(C)c2ccc(C(=O)N3CCN(Cc4ccc5c(c4)OCO5)CC3)cc2)cc1,1.4%,6.0
COc1ccc(CNC(=S)Nc2ccc(-c3ccccc3)cc2)cc1,3.3%,7.2
O=C(CNC(=O)c1ccco1)OCC(=O)c1ccc2ccccc2c1,-1.0%,·
Clc1ccc(Oc2cnc3ccccc3n2)cc1,1.7%,8.9
Cc1cc(C(=O)OCC(=O)NCCCN2CCCC2=O)c2ccccc2n1,-6.1%,-14.1
Cc1ccccc1NC(=O)Cn1cnc2c1c(=O)n(C)c(=O)n2C,3.9%,·
O=C(O)CC1=C(O)C(=O)N(c2ccccc2)C1c1ccc(Cl)cc1 (stereo not given),2.6%,·
O=C(Oc1cccc(/C=N/Nc2nc(N3CCOCC3)nc(N3CCOCC3)n2)c1)c1ccco1,1.2%,·
COc1ccc(CN(C2CCCC2)S(=O)(=O)c2ccc(-n3cnnn3)cc2)cc1OC,2.8%,-14.3

# Part of the list above in another layout.
> CCCc1cc(Nc2cccc(OCC)c2)n2ncnc2n1
  M. tuberculosis GlmU = 4.0% | RmlCD inh 1536 = 1.2

> CCOC(=O)CSc1n[nH]c(NC(=O)CC)n1
  M. tuberculosis GlmU = -0.7% | RmlCD inh 1536 = -13.3

> CCOc1ccc(NC(=O)N(CCC(C)C)C2CCN(C(C)=O)CC2)cc1
  M. tuberculosis GlmU = -4.4% | RmlCD inh 1536 = 7.8

> Cc1ccc(S(=O)(=O)N(C)c2ccc(C(=O)N3CCN(Cc4ccc5c(c4)OCO5)CC3)cc2)cc1
  M. tuberculosis GlmU = 1.4% | RmlCD inh 1536 = 6.0

# Other structures follow.
SMILES,M. tuberculosis GlmU,RmlCD inh 1536
COc1ccc(-n2c(CNC(=O)COc3ccccc3)n[nH]c2=S)cc1,-0.2%,1.3
Cc1cc(C(=O)OCC(=O)Nc2cccc(S(=O)(=O)N(C)C)c2)c(C)o1,7.0%,3.8
FC(F)(F)c1nnc(-c2ccccc2)nc1N1CCOCC1,1.8%,14.4
Cc1cc(CN(C)C(=O)CC2C(=O)NCCN2Cc2c(F)cccc2Cl)on1 (stereo not given),-2.9%,·
NC(=S)N/N=C1\CCOc2ccc(Cl)cc21,-0.6%,-8.7
COc1ccc(-c2ccc(SCC(=O)N3CCN(c4ccccc4)CC3)nn2)cc1,0.6%,-5.8
CC(Nc1ccccc1)c1ccncc1 (stereo not given),1.0%,-6.5
O=C(CN1CCN(C(=O)c2ccco2)CC1)Nc1ccc2c(c1)OCCO2,-0.3%,-12.6
CC(=O)c1cccc(N2C(=O)C3C4CCC(C4=C(C)C)C3C2=O)c1 (stereo not given),-5.8%,26.2
Cc1cc(=O)oc(C)c1C(=O)Nc1cccc2nonc12,-1.7%,6.6
CCOC(=O)c1cnc(SCC(=O)Nc2ccc(NC(=O)CC)c(OC)c2)nc1N,-1.5%,-6.0
CSc1ncc(F)c(N(CCO)CCO)n1,1.7%,-8.0
Cc1cccc(OCCCCc2c(C)n[nH]c2C)c1C,7.9%,22.2
O=C(CSc1ccsc1[N+](=O)[O-])N1CCCCCC1,1.0%,-11.1
COc1cccc(C2(O)CCN(C(=O)Cc3cccnc3)CC2)c1,-6.5%,2.4
N#CC1=C(N)Oc2c(c(=O)oc3ccccc23)C1c1cccnc1 (stereo not given),-0.5%,-8.5
O=C1CC(c2cccc(F)c2)SC(N(c2ccccc2)c2ccccc2)=N1 (stereo not given),1.4%,8.8
CC(=O)N(CCC(Cc1ccccc1)c1ccco1)Cc1ccco1 (stereo not given),-3.9%,·
C=CCn1c(SCC(=O)Nc2cc(C)cc(C)c2)nnc1-c1cnccn1,-7.0%,-3.5
CC1CCC(NC(=O)C2(C)CCC(=O)N2Cc2cccnc2)CC1 (stereo not given),-3.3%,-6.7
CC1(C)CCCC2=C1CC1C(=O)N(N)C(=O)C1C2 (stereo not given),3.8%,·
CCN(Cc1ccccc1)S(=O)(=O)c1cc(C(=O)NCCCN(C)C)ccc1OC,4.5%,7.9
COc1c(C)cc(Br)cc1C(=O)NCc1cccnc1,2.0%,?
O=C(CCOc1ccccc1)Nc1ccccc1,3.0%,·
COC(=O)N/N=C/c1cn(Cc2c(Cl)cccc2Cl)c2ccccc12,1.9%,11.9
CCOc1ccc(OCCC(=O)Nc2ccc(F)cc2C)cc1,2.1%,-5.4
O=C(Nc1nc(-c2ccc(Cl)cc2Cl)cs1)c1ccc(OCC2CCCO2)cc1 (stereo not given),8.2%,11.5
Cc1ccc(CC(=O)Nc2cccc([N+](=O)[O-])c2)cc1,1.5%,4.3
Oc1c(Br)cc(Br)cc1/C=N/NC(=S)N[C@H]1CC2C=CC1C2 (stereo not given in full),-5.8%,-1.0
CCOC(=O)C(C)n1cnc2c(nnn2-c2ccc(C)cc2)c1=O (stereo not given),2.9%,·
CCc1ccc(C(C)NC(=O)c2cc(C)oc2C)cc1 (stereo not given),-1.2%,·
Cc1nnc(SCC(=O)N2CC(=O)Nc3ccccc32)n1C,-3.2%,·
O=C(OCc1cccc(F)c1)c1ccc2c(c1)-c1ccccc1C2=O,3.0%,1.4
CCCCc1cc(=O)oc2cc(C)c(CN3CCCC3)c(O)c12,10.3%,4.7
Cc1ccc2nc(NC(=O)CSc3nnc(C)c(=O)n3N)sc2c1,-0.7%,-11.6
CC1Cc2ccccc2N1C(=O)c1ccc(N2CCCC2)c([N+](=O)[O-])c1 (stereo not given),-5.0%,8.0
CC1CCCCN1C(=O)N[C@@H](Cc1ccccc1)C(=O)O (stereo not given in full),-3.3%,·
COc1ccc(Nc2ncccc2C(=O)Nc2ccccc2)cc1,-2.1%,·
O=C(NCC1c2ccccc2CCN1C(=O)CN1C(=O)c2ccccc2C1=O)C1CCCCC1 (stereo not given),-0.4%,16.5

# Compounds above with an aryl methoxy group, in the order listed:
SMILES,M. tuberculosis GlmU,RmlCD inh 1536
CNC(=O)c1cc2cc(Cl)cc(OC)c2oc1=O,-1.7%,·
CCOC(=O)Cc1csc(NC(=O)c2ccc(OC)c(OC)c2)n1,-1.9%,24.7
COc1ccc(CC(=O)n2[nH]c(=O)cc(C)c2=O)cc1OC,-3.2%,-8.7
COc1ccc(CNC(=O)c2cc3c(s2)CN(Cc2ccccc2)C3)cc1,-6.3%,6.0
COc1cccc(N2[C@@H](CC(C)=O)c3ccccc3S2(=O)=O)c1,5.2%,·
COc1ccc(NC(=O)c2ccc3ccccc3c2)cc1NS(=O)(=O)c1ccc(F)cc1,-1.5%,-9.6
COc1ccccc1NC(=S)N1CCC(NC(=O)C23CC4CC(CC(C4)C2)C3)CC1,0.4%,-4.4
COc1cccc(/C=C(/CC(=O)Nc2ccc(N3CCOCC3)cc2)c2nc3ccccc3s2)c1,-0.4%,1.5
COc1ccc(OC(=O)c2cccc(S(=O)(=O)N3CCCC3)c2)cc1,0.3%,1.1
COc1ccc(C(=O)CSc2nc(SC)ns2)cc1OC,0.3%,7.1
COc1cccc(CN(Cc2cccnc2)S(=O)(=O)c2ccc(-n3cnnn3)c(C)c2)c1,-1.4%,7.2
COc1ccc(CNC(=S)Nc2ccc(-c3ccccc3)cc2)cc1,3.3%,7.2
COc1ccc(CN(C2CCCC2)S(=O)(=O)c2ccc(-n3cnnn3)cc2)cc1OC,2.8%,-14.3
COc1ccc(-n2c(CNC(=O)COc3ccccc3)n[nH]c2=S)cc1,-0.2%,1.3
COc1ccc(-c2ccc(SCC(=O)N3CCN(c4ccccc4)CC3)nn2)cc1,0.6%,-5.8
CCOC(=O)c1cnc(SCC(=O)Nc2ccc(NC(=O)CC)c(OC)c2)nc1N,-1.5%,-6.0
COc1cccc(C2(O)CCN(C(=O)Cc3cccnc3)CC2)c1,-6.5%,2.4
CCN(Cc1ccccc1)S(=O)(=O)c1cc(C(=O)NCCCN(C)C)ccc1OC,4.5%,7.9
COc1c(C)cc(Br)cc1C(=O)NCc1cccnc1,2.0%,?
COc1ccc(Nc2ncccc2C(=O)Nc2ccccc2)cc1,-2.1%,·

# Only part of the results is shown (hit frequency here may not be typical).
